# Screening results from PubChem BioAssay.
# CHRM4 antagonist: CHRM4 antagonism in calcium assay; P08173; CHO-hM4 cells, ACh EC80, Fluo-8 calcium fluorescence; inhibition, % at 3 µM; 360,000 compounds, 0.73% hits;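 active means inhibition above its plate's cutoff, the mean inhibition of sample wells plus 3 SD, cut at about 27% in these data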;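 further: 0% = acetylcholine EC80 with DMSO and 100% = DMSO without agonist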
# Target sequence (P08173 whole entry, looked up): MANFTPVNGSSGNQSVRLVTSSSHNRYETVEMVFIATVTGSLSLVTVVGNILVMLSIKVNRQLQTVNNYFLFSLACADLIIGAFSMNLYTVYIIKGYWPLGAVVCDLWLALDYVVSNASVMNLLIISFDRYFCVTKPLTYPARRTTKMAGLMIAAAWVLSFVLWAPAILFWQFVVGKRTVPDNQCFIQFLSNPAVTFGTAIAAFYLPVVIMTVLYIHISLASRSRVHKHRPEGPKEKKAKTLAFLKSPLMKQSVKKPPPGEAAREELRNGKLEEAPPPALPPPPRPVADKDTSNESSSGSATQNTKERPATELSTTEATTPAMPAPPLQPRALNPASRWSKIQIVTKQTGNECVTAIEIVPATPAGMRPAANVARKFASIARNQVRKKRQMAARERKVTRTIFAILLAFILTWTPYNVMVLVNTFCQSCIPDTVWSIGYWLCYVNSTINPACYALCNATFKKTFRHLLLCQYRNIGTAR
# CHRM5 agonist: CHRM5 agonism in calcium assay; CHO-K1 hM5 cells, Fluo-8 calcium fluorescence; 0% DMSO wells, 100% maximal acetylcholine response; activation, % at 3 µM; 360,000 compounds, 0.19% hits;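 active means activation above the run's mean over test compounds plus 3 SD, cut at about 23% in these data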;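 further: signal is peak over basal fluorescence ratio across the kinetic read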
# CRFR2-BP ag: agonists of human CRF-binding protein/CRF-R2 receptor complex; HEK293 CRF-R2/CRF-BP, calcium dye fluorescence (FLIPR); percent of saturating CRF peptide response; activation, % at 13.2 µM; 350,000 compounds, 0.46% hits;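 active means activation of at least 50%, plus an integration ratio under a set limit after plate pattern correction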;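 further: plate controls were neutral control wells without compound for no effect and CRF at EC100 for full effect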
# M4 ag: agonists of human muscarinic M4 receptor (CHRM4) | 360,000 compounds, 0.14% hits | activation, % at 3 µM | P08173 | CHO-K1 hM4/Gqi5, Fluo-8 calcium fluorescence; vehicle 0%, full acetylcholine response 100%;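 active means activation above the run mean over all test wells plus 3 SD, cut at about 32% in these data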;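 further: peak over basal fluorescence ratio per well then scaled between controls; 0% = DMSO wells and 100% = acetylcholine at EC100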
# CHRM5 antagonist: blocks acetylcholine activation of human M5 receptor; CHO-hM5 cells, Fluo-8 calcium fluorescence, ACh EC80; 360,000 compounds, 0.59% hits; inhibition, % at 3 µM; P08912;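 active means inhibition above a per-plate cutoff, the mean of that plate's test compounds plus 3 SD, cut at about 27% in these data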;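 further: 0% = acetylcholine EC80 with DMSO and 100% = DMSO without agonist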
# CHRM5 PAM: potentiates acetylcholine response at human M5 receptor; P08912; CHO-K1 hM5, Fluo-8 calcium, ACh EC20 PAM; 0% = ACh EC20, 100% = ACh EC100; activation, % at 3 µM; 360,000 compounds, 0.3% hits; AID 624038;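 active means activation above the run cutoff, the mean activation of all test compounds plus 3 SD, cut at about 18% in these data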
#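 Assay system – human M5 receptor in CHO-K1 cells · Read-out – % activation, ACh-normalized · Technique – Fluo-8 calcium fluorescence · Dosing – single-point, 3 µM nominal · Incubation – Fluo-8 loading 80 min at 37 °C plus 30 min room temperature · Repeats – singlicate, one well per test compound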
# M4 PAM: CHRM4 positive allosteric modulation; P08173; AID 624126; 360,000 compounds, 0.4% hits; CHO-K1 hM4/Gqi5, Fluo-8 calcium fluorescence, ACh EC20; 0% = ACh EC20, 100% = maximal ACh; activation, % at 3 µM;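 active means activation above its plate's cutoff, the mean activation of sample wells plus 3 SD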; further: some results filed as inactive read as strong as hits
# M1 PAM: positive allosteric modulators of human M1 muscarinic receptor. P11229. CHO-K1 hM1, Fluo-8 calcium fluorescence, ACh EC20; 0% = ACh EC20, 100% = maximal ACh. activation, % at 3 µM. 360,000 compounds, 0.088% hits. AID 588819; in the data active means activation above about 19%, passing the limit was not always enough
# Target sequence (P11229 whole entry, looked up): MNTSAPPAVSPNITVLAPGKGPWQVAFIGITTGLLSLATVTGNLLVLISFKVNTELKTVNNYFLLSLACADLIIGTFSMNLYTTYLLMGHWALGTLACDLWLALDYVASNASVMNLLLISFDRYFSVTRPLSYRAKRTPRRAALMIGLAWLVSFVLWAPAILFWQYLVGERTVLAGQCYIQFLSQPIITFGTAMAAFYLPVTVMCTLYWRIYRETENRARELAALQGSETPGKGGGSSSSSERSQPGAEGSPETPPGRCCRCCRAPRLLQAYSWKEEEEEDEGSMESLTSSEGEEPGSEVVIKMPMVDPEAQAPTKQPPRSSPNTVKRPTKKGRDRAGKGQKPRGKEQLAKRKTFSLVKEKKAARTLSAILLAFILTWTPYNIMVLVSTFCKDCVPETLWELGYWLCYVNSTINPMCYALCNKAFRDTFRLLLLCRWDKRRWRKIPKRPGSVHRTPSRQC
# CHRM1 antagonist: blocks human M1 muscarinic receptor; P11229; CHO-K1 hM1, Fluo-8 calcium fluorescence, ACh EC80 antagonist; inhibition, % at 3 µM; 360,000 compounds, 1.3% hits; AID 588852;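 active means percent inhibition above its own plate's cutoff, namely the mean of that plate's compound wells plus 3 SD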;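 further: peak over basal fluorescence ratio during 140 s after agonist addition; 0% = ACh EC80 plus DMSO and 100% = DMSO alone without agonist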
# Numbers without * were called inactive; / = no result given.
SMILES,CHRM4 antagonist,CHRM5 agonist,CRFR2-BP ag,M4 ag,CHRM5 antagonist,CHRM5 PAM,M4 PAM,M1 PAM,CHRM1 antagonist
Cc1ccc(Cn2ncc3c(N4CCN(c5ccccc5C)CC4)ncnc32)cc1,-12,-2,1.4,0,1,-1,10,7,-12
Cc1cc(C)n(C(=O)CNC(=O)COc2ccccc2)n1,-5,-3,-2.1,0,1,-2,10,-1,-1
CCOC(=O)/C=C1\SCC(=O)N1CC(=O)NCCc1ccc(F)cc1,0,-1,-0.5,1,-10,1,0,10,-3
CCCN(CCC)CCNC(=O)CCC(=O)Nc1ccc2nc(N3CCOCC3)cc(C)c2c1,1,-4,2.8,0,0,-4,0,-3,-15
O=C(NC1CCCN(Cc2ccccc2F)C1)c1cccc(N2CCCC2=O)c1 (centres undefined),-10,-4,-1.3,3,7,1,2,11,-8
N#Cc1ccc(OCC(=O)N(C2CCCCC2)C2CCS(=O)(=O)C2)cc1 (centres undefined),3,3,-1.6,2,4,0,10,2,-5
Cc1cc(SCC(=O)N2CCC(c3noc4ccc(F)cc34)CC2)nc2ccccc12,-11,-1,10,0,-5,2,5,5,-6
C=CCNc1nc(C(=O)OCC(=O)Nc2cccc(SC)c2)cs1,-18,-1,-1.1,10,2,-9,5,5,-13
CCN1CC=C2C(C1)C(c1ccc(Cl)s1)C(C#N)=C(N)C2(C#N)C#N (centres undefined),6,-1,44,2,5,0,6,-4,3
Cc1nc2ccccc2cc1C(=O)N/N=C/c1ccco1,3,-1,1.4,0,3,-2,-5,1,8

# As entered above:
# Entry of Cc1cc(SCC(=O)N2CCC(c3noc4ccc(F)cc34)CC2)nc2ccccc12 in M4 PAM: 5
# Entry of Cc1cc(C)n(C(=O)CNC(=O)COc2ccccc2)n1 in CHRM5 antagonist: 1

# The listing continues:
SMILES,CHRM4 antagonist,CHRM5 agonist,CRFR2-BP ag,M4 ag,CHRM5 antagonist,CHRM5 PAM,M4 PAM,M1 PAM,CHRM1 antagonist
COc1ccc(-n2c(C)cc(C)c(C(C)=O)c2=S)cc1,9,2,-0.6,1,1,0,-6,3,-4
COc1ccccc1NC(=O)CSc1n[nH]c(-c2ccccn2)n1,-12,0,0.5,1,-1,6,4,17,-20
COc1ccc(-c2csc3[nH]c(=S)n(-c4ccccc4)c(=O)c23)cc1OC,-2,-2,-0.2,0,11,-7,-2,5,-6
Cc1ccccc1C(=O)NCCN1CCOCC1,-3,-4,0.6,1,5,-5,1,4,-1
CCC(CC)C(=O)c1c[nH]c(C(=O)N2CCN(c3ccccc3F)CC2)c1,-11,3,5.5,0,1,1,3,3,-7
Cn1c(=O)c2nc(SCCO)n(C)c2n(C)c1=O,3,0,-0.2,0,4,2,3,4,-9
COc1ccc(-n2c(C)c(C(=O)O)c3cc(OC)c4ccccc4c32)cc1,0,3,-2.5,1,-4,6,8,3,-2
Cc1ccccc1NC(=O)CN1CCN(Cc2ccccc2)CC1,-16,-5,-1.4,1,-10,2,6,10,-18
O=S(=O)(NCc1ccccn1)c1cc(OCC(F)(F)F)ccc1OCC(F)(F)F,-8,1,-0.9,1,-1,4,7,7,-8
O=C(NCCc1ccccc1)c1cccc(NC(=O)C2CC2)c1,-4,0,-2.3,2,-1,-3,-2,7,0
C=CCN(C(=O)CNC(=O)c1ccco1)C(C(=O)NC1CCCCC1)c1ccc(OC)cc1OC (centres undefined),7,0,0.5,0,-9,9,-1,5,-9
Cc1cccc(C)c1Nc1nnc(SCC(=O)NC2CCS(=O)(=O)C2)s1 (centres undefined),-4,-2,1.4,1,6,-4,3,7,0
Cc1ccc(-c2cc(C(=O)NNC(=O)c3csc(N4CCOCC4)n3)c3ccccc3n2)cc1,-13,3,0.1,14,11,-23,-2,14,-2
CCOC(=O)CSc1nc(N)c(C#N)c(CC(C)C)c1C#N,16,-1,4.6,6,-1,-3,9,-1,-8
Cc1cc(NC(=O)COC(=O)C2CCCN2C(=O)c2cccs2)no1 (centres undefined),-7,-1,0.4,2,-12,32*,2,-4,16
Cc1cc(=O)[nH]c(N/N=C/c2cc(C)n(-c3ccccc3)c2C)n1,5,5,2.4,0,7,2,-8,23,-13
O=C(CCl)N1c2ccccc2Oc2ccc3ccccc3c21,32*,38*,41,48*,23,-10,-12,-6,14
O=C(COC(=O)c1ccco1)Nc1cc(S(=O)(=O)N2CCCCC2)ccc1Cl,0,0,-0.3,2,3,2,-3,2,-4
COc1ccc(NC(=O)COC(=O)c2ccc(NS(=O)(=O)/C=C/c3ccccc3)cc2)cc1,4,1,0.4,16,14,-11,-22,-9,15
Cc1ccc(C(=O)C(C)OC(=O)C2=COCCO2)cc1C (centres undefined),-4,-8,-1.1,0,3,-6,-6,-5,6
Nc1cccc(Nc2nc(OC(C(F)(F)F)C(F)(F)F)nc(OC(C(F)(F)F)C(F)(F)F)n2)c1,-7,-7,-4.0,-2,-2,-12,-4,-2,3
O=C(CN1C(=O)c2cccc3cccc1c23)Nc1ccc2c(c1)OCO2,7,0,-0.7,1,-1,-1,3,0,-4
Cc1ccc(N2CN(S(=O)(=O)c3cccc([N+](=O)[O-])c3)c3nc4ccccc4nc32)cc1,-2,-2,-0.4,2,-4,8,6,12,-17
CN(C(=O)CCCN1CCCC1=O)C1CCCN(Cc2ccccc2F)C1 (centres undefined),8,-8,43,1,-6,1,-10,-23,81*
Cc1ccc(NC(=O)c2c3c(nc4ccccc24)CCC3)cc1,1,-3,-1.2,0,-3,0,-5,7,-9
CCOC(=O)c1ccc(NC(=O)c2c(C)[nH]c(C(=O)OCC)c2C)cc1,17,-7,-0.4,-1,-7,-1,-12,-2,-5
CCOc1cc(C#N)c(NC(=O)c2cccnc2)cc1OCC,-9,-3,0.3,1,4,1,16,-1,-1
CC(C)Cc1nc2n[nH]c(N)c2c2c1CCCC2,14,2,-5.3,10,5,-9,-2,-6,20
Cc1ccnc(NS(=O)(=O)c2cccc([N+](=O)[O-])c2)c1,11,6,0.8,2,-5,6,2,-1,5
CN(Cc1ccc(Br)cc1)C(=O)CCN1C(=O)c2cccc([N+](=O)[O-])c2C1=O,-2,-5,-1.8,3,7,0,6,10,-8
Cc1ccccc1-c1cc2nc(-c3ccc([N+](=O)[O-])cc3)cc(=O)n2[nH]1,4,-3,-3.0,1,6,-5,3,2,0
CC(C)NC(=O)CC(=O)N/N=C/c1ccccc1F,1,-1,-2.8,0,-1,-4,-2,-1,9
CC(C)c1ccc(NC(=O)N2CCc3nc(NCc4cccc(Oc5ccccc5)c4)ncc3C2)cc1,-4,-2,/,6,6,-11,-10,-14,-2
Cc1ccc(S(=O)(=O)N2[C@@H](c3ccc(Br)cc3)C(C(=O)O)=CC[C@H]2c2ccc(C(C)C)cc2)cc1,-5,0,12,0,3,-3,2,8,-6
CC(NC(=O)CSc1ncccn1)c1ccccc1 (centres undefined),1,0,-1.4,1,3,-3,-5,-3,5
C#CCNc1ccc(C(=O)OCC)cc1,3,-5,0.0,1,2,1,-3,0,-3
COc1ccc(CCNC(=O)COC(=O)/C=C/c2cc(OC)c(OC)c(OC)c2)cc1OC,-3,3,0.0,3,1,-2,-9,3,5
CC1=C(C(=O)N2CCOCC2)CC(CC(=O)NCCCCc2ccccc2)C(=O)N1Cc1ccc(F)cc1 (centres undefined),-8,-1,-0.7,2,-8,8,1,5,-10
COc1cc(NC(=O)CCCl)cc(-n2cnnn2)c1,-6,2,-0.4,19,12,-18,-11,-13,7
C[C@H]1CN([C@@H](C)CO)C(=O)c2cc(Br)cnc2O[C@H]1CN(C)C(=O)c1ccc2c(c1)OCO2,-9,0,0.2,0,7,-5,13,11,-13
O=C(NCCN1CCOCC1)c1cccc(S(=O)(=O)N2CCCCCC2)c1,-2,4,-1.3,1,7,-4,2,8,-5
Fc1ccc(N/N=C/c2cccnc2)c(F)c1,3,-3,0.9,2,11,-9,3,-1,10
COC(C[C@H](O)[C@@H](C)[C@H](O)COCc1ccccc1)OC,-18,1,-0.6,2,5,3,22,-4,13
CCC(c1nnc(SCC(=O)Nc2c(F)cccc2F)n1Cc1ccccc1)N(C)C (centres undefined),-5,-2,-2.7,1,-2,1,-1,12,-12
CCOC(=O)c1nnn(-c2nonc2N)c1COc1ccc(F)cc1,4,-4,-0.7,0,14,-11,-4,4,-2
O=C1[C@@H](Oc2ccccc2)[C@@H](c2ccncc2)N1c1ccccc1,-6,3,-3.1,4,0,-4,-7,5,-10
COc1ccc(-n2c(SCC(=O)Nc3nccs3)nnc2-c2ccc(Cl)cc2)cc1,2,-2,0.8,1,11,1,26,10,-23
CN(C)C(=O)CCc1ccc2c3c([nH]c2c1)[C@]1(C)[C@@H](C(=O)N2CCOCC2)C[C@H](CC(=O)NC(C)(C)C)C(=O)N1CC3,-13,0,-2.9,1,9,-2,4,9,-6
Cc1cc(NC(=O)COC(=O)COc2ccc3c4c(c(=O)oc3c2)CCC4)no1,2,1,-1.7,2,-3,5,3,10,0
CCOC(=O)Nc1ccc2c(c1)N(C(=O)N(C)C)c1ccccc1CC2,4,-4,-1.1,1,2,-3,4,-4,6

# Molecules shown so far that contain an aryl methoxy group, in the order listed:
SMILES,CHRM4 antagonist,CHRM5 agonist,CRFR2-BP ag,M4 ag,CHRM5 antagonist,CHRM5 PAM,M4 PAM,M1 PAM,CHRM1 antagonist
COc1ccc(-n2c(C)cc(C)c(C(C)=O)c2=S)cc1,9,2,-0.6,1,1,0,-6,3,-4
COc1ccccc1NC(=O)CSc1n[nH]c(-c2ccccn2)n1,-12,0,0.5,1,-1,6,4,17,-20
COc1ccc(-c2csc3[nH]c(=S)n(-c4ccccc4)c(=O)c23)cc1OC,-2,-2,-0.2,0,11,-7,-2,5,-6
COc1ccc(-n2c(C)c(C(=O)O)c3cc(OC)c4ccccc4c32)cc1,0,3,-2.5,1,-4,6,8,3,-2
C=CCN(C(=O)CNC(=O)c1ccco1)C(C(=O)NC1CCCCC1)c1ccc(OC)cc1OC (centres undefined),7,0,0.5,0,-9,9,-1,5,-9
COc1ccc(NC(=O)COC(=O)c2ccc(NS(=O)(=O)/C=C/c3ccccc3)cc2)cc1,4,1,0.4,16,14,-11,-22,-9,15
COc1ccc(CCNC(=O)COC(=O)/C=C/c2cc(OC)c(OC)c(OC)c2)cc1OC,-3,3,0.0,3,1,-2,-9,3,5
COc1cc(NC(=O)CCCl)cc(-n2cnnn2)c1,-6,2,-0.4,19,12,-18,-11,-13,7
COc1ccc(-n2c(SCC(=O)Nc3nccs3)nnc2-c2ccc(Cl)cc2)cc1,2,-2,0.8,1,11,1,26,10,-23

# Rows are unselected; any-hit rate near 2.8%.
